FadD28 FP inh = inhibitors of FadD28 bisubstrate probe binding, primary screen, biochemical, fluorescence polarization, single point. Mycobacterium tuberculosis FadD28 fatty-acid-AMP ligase. inhibition, % at 12.5 µM. 360,000 compounds, 0.22% hits. AID 588549, 2011; in the data active = inhibition above about 8.5%, passing the limit was not always enough; inconclusive = no clear call, values can overlap the other calls
CCHF vOTU inh = CCHFV vOTU protease inhibitors, primary screen, biochemical, Pep-AMC substrate, fluorescence | Crimean-Congo hemorrhagic fever virus L polyprotein viral ovarian tumor (vOTU) protease … | inhibition, % at 11.5 µM | 370,000 compounds, 0.55% hits | AID 651958, 2012; in the data active = inhibition above about 30%; note: 0% = vehicle wells with enzyme and 100% = no enzyme wells
Yp Topo-I inh = Yersinia pestis topoisomerase I inhibitors, primary screen, biochemical, cleavage product accumulation, plate reader, single point. DNA topoisomerase I (Yersinia pestis CO92). Y. pestis Topo-I cleavage product accumulation. activity, % at 10 µM. 360,000 compounds, 0.064% hits. AID 504884, 2011; in the data active = activity above about 50%, passing the limit was not always enough; inconclusive = no clear call, values can overlap the other calls; note: inactives centre near 2
PfHsp40 rescue = rescue of yeast from PfHsp40 toxicity, primary screen, S. cerevisiae, ATP luminescence; S. cerevisiae expressing PfHsp40, growth rescue; growth rescue, % at 12.5 µM; 340,000 compounds, 0.68% hits; AID 504582, 2011; in the data active = growth rescue above about 28%, passing the limit was not always enough; inconclusive = no clear call, values can overlap the other calls;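 note: yeast W303a lacking pdr1 and pdr3 grown in galactose medium; growth measured after three days at 30 °C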
BoNT-A LC inh2 = BoNT/A light chain protease inhibitors, primary screen, biochemical, flow cytometry, MLPCN library; Botulinum neurotoxin type A light chain protease (Clostridium botulinum A str. ATCC 3502); multiplex microsphere protease substrate cleavage; inhibition, % at 10 µM; 360,000 compounds, 0.17% hits; AID 588499, 2011; note: plate controls were buffer without enzyme for full effect and enzyme alone for no effect
TcdB GH inh = TcdB glycohydrolase inhibitors, primary screen, biochemical, single point, plate reader; 350,000 compounds, 0.24% hits; Toxin B (Clostridioides difficile), P18177; AID 652162, 2013; inhibition, % at 9.99 µM; TcdB glycohydrolase enzymatic assay; in the data active = inhibition above about 10%
PrPC surface inh = inhibitors of human cell surface prion protein PrPC, primary screen, cell-based, TR-FRET | Major prion protein (Homo sapiens), P04156 | TR-FRET read-out | inhibition, % at 13.8 µM | 370,000 compounds, 0.43% hits | AID 720596, 2013; in the data active = inhibition above about 24%; note: 0% = median of the test wells and 100% = reference compound wells
BoNT F protease = BoNT/F light chain protease inhibitors, primary screen, biochemical, flow cytometry, MLPCN library. Botulinum neurotoxin type F light chain protease (Clostridium botulinum). Multiplex microsphere protease cleavage assay. inhibition, % at 10 µM. 360,000 compounds, 0.22% hits. AID 588497, 2011; in the data active = inhibition above about 35%, passing the limit was not always enough; inconclusive = no clear call, values can overlap the other calls; note: plate controls were buffer without enzyme for full effect and enzyme alone for no effect
Anthrax LF inh2 = Bacillus anthracis LF protease inhibitors, primary screen, biochemical, multiplex microsphere, MLPCN library. Lethal factor (Bacillus anthracis), P15917. multiplex microsphere protease cleavage assay. inhibition, % at 10 µM. 360,000 compounds, 0.12% hits; note: plate controls were buffer without enzyme for full effect and enzyme alone for no effect
Numbers without * were called inactive; ? = inconclusive; . = no result given; & = joins results of further samples. Cut-off read from the data, not from the text of the source, unless noted: active = inhibition above about 30%; inconclusive = no clear call, values can overlap the other calls; inactive = below that.

no.	mol	FadD28 FP inh	CCHF vOTU inh	Yp Topo-I inh	PfHsp40 rescue	BoNT-A LC inh2	TcdB GH inh	PrPC surface inh	BoNT F protease	Anthrax LF inh2
1	CC(C)(C)OC(=O)CC[C@@H](C(=O)N1CCN(C(=O)OC(C)(C)C)CC1)n1cc(C(Cc2ccc(O)cc2)NC(=O)OC(C)(C)C)nn1 (stereo not given in full)	-2.3	8.6	38.6	1.1	0.0	0.6	1.7	4.7	-4.4
2	S=C(Nc1ccc(Cl)cc1)NC1CC2CCCC(C1)N2C1CC1 (stereo not given)	-3.5	-13.6	-2.4	-0.6	0.1	1.2	-3.0	-7.6	0.9
3	COc1ccc([N+](=O)[O-])cc1NC(=O)C(C)Sc1ccccc1 (stereo not given)	-1.4	-4.6	-0.3	3.6	0.1	.	-6.5	4.0	-1.0
4	COc1ccccc1NC(=O)CSc1nc2[nH]ncc2c(=O)[nH]1	-0.7	18.2	3.7	-0.1	?	1.6	7.1	?	?
5	CN=Cc1sc2ccccc2c1O	-3.5	-5.1	-5.0	-0.5	0.0	1.3	-10.7	-4.8	-9.1
6	O=C(c1cc(-c2ccccc2Cl)nc2ccc(Br)cc12)N1CCN(c2ccccn2)CC1	-0.7	-0.7	55.4*	-0.1	-1.2	0.1	9.5	-1.4	-1.7
7	COC(=O)c1cc(C(C)=O)n2ccccc12	-3.9	22.4	-2.7	-0.1	0.2	.	-5.9	-9.6	-0.8
8	CCCN(CCC)CC(=O)NCC1(c2ccccc2)CCOCC1	-1.7	-13.9	15.0	1.0	2.4	.	3.3	12.5	4.3
9	O=C1NCCN(CC2CCN(CCC3CCCC3)CC2)C1=O	0.1	4.1	3.1	-1.1	-0.3	-0.2	-2.6	-4.6	-2.5
10	CCn1c(SCC(=O)NC2=NCCS2)nnc1C(C)NC(=O)c1ccccc1F (stereo not given)	.	0.2	3.8	-2.8	-0.7	1.4	-9.9	0.5	-1.6
11	CC(O)(CS(=O)(=O)Cc1ccccc1Cl)C(=O)Nc1cccc(C(F)(F)F)c1 (stereo not given)	-0.6	18.6	-4.7	-0.3	0.3	.	-2.4	-2.5	-2.4
12	O=C(CSCc1ccccc1Br)Nc1ccccc1	-2.7	6.6	-20.1	1.2	-3.3	1.4	9.6	?	-0.9
13	CN=c1scc(-c2ccccc2F)n1/N=C/c1ccc[nH]1	-0.3	7.3	-10.2	0.2	0.6	-2.6	8.9	-19.5	-9.1
14	COC(=O)c1ccc(CC(C(=O)c2ccccc2)N(C)C)cc1 (stereo not given)	-2.7	-7.2	2.8	0.9	-3.2	0.9	-0.3	-15.8	4.7
15	COc1cc2c(cc1OC)CN(C(=O)c1sccc1C)CC2	-0.1	-7.6	-0.5	-0.7	-0.2	1.6	1.6	-6.8	-4.0
16	COc1ccc(S(=O)(=O)N2CCN(C(=S)Nc3ccc(S(N)(=O)=O)cc3)CC2)cc1	0.7	-1.1	-5.2	0.5	1.0	1.5	-1.6	-7.5	1.1
17	COCCN=C1N[C@@H](c2cccc(C(F)(F)F)c2)C(C(=O)OC)=C(C)N1Cc1ccccc1	-1.3	5.5	7.6	0.2	0.1	1.4	-13.1	-0.7	4.3
18	Cc1ccc(S(=O)(=O)N2CCN(Cc3ccccn3)CC2)cc1	0.3	-2.5	1.1	-1.3	0.1	1.0	-1.6	-1.7	-5.0
19	CCc1ccc2c(c1)c1nnc(NN)nc1n2C	-0.6	12.4	7.1	-1.2	-5.3	2.0	-4.6	?	-19.2
20	O=C(NCCN1CCCC1)c1ccc(Cn2c(=S)[nH]c3cc4c(cc3c2=O)OCO4)cc1	5.3	3.0	1.3	-1.6	-0.5	.	-4.0	-16.1	-2.1
21	COc1cccc(CNC(=O)C(=O)NCCc2ccc(OC)c(OC)c2)c1	-1.1	-19.0	-10.8	-0.7	0.1	.	0.0	-5.7	-0.1
22	CCOc1ccccc1NC(=O)CSc1nc2ccccc2c(=O)n1CC1CCCO1 (stereo not given)	-2.8	9.0	27.9	1.9	-4.5	1.1	-2.1	-24.9	7.1
23	COCCn1c(SCC(=O)c2ccccc2)nc2c(c1=O)SC(C)C2 (stereo not given)	-4.5	-3.7	10.7	-0.7	1.3	.	-0.1	4.1	2.1
24	CCOc1ccc(NS(=O)(=O)c2cc(C(=O)N(CC)CC(=O)NCc3cccs3)ccc2C)cc1	-2.0	-9.6	11.2	-0.3	2.5	0.3	0.2	2.8	6.6
25	Cc1ccc2c(c1)C(=O)C(=O)N2CCOc1ccccc1	-2.2	11.5	-1.9	1.3	-1.4	1.3	-10.9	-3.0	-4.1
26	CC1CCN(S(=O)(=O)c2ccc3c(c2)C(=NO)c2cc(S(=O)(=O)N4CCC(C)CC4)ccc2-3)CC1	-3.3	6.3	0.8	-0.4	-0.6	.	-3.5	-1.6	-4.1
27	C=CCN(C(=O)c1ccc(Cl)cc1)c1ccccc1C(=O)NCC(=O)O	-2.3	-8.6	-3.1	-1.1	-1.6	-1.8	-1.8	13.2	?
28	CC(=O)Nc1ccc(S(=O)(=O)NC2(C(F)(F)F)N=C(c3ccccc3)NC2=O)cc1 (stereo not given)	-1.4	-18.3	1.8	-1.5	-0.3	1.4	-2.3	-10.8	-5.1
29	COc1ccc(-c2nc(=S)n3ccsc3n2)cc1OC	2.6	-11.9	-1.9	0.0	0.8	2.2	-2.3	0.1	-3.7
30	O=C(Cn1ncc(Cl)c(Cl)c1=O)NC1CCCCC1	-3.7	1.6	1.9	-0.2	1.3	-0.2	-1.2	0.3	-6.4

Three of these compounds, reformatted:
Below each compound – FadD28 FP inh	CCHF vOTU inh	Yp Topo-I inh	PfHsp40 rescue	BoNT-A LC inh2	TcdB GH inh	PrPC surface inh	BoNT F protease	Anthrax LF inh2
27	C=CCN(C(=O)c1ccc(Cl)cc1)c1ccccc1C(=O)NCC(=O)O
→ -2.3	-8.6	-3.1	-1.1	-1.6	-1.8	-1.8	13.2	?
28	CC(=O)Nc1ccc(S(=O)(=O)NC2(C(F)(F)F)N=C(c3ccccc3)NC2=O)cc1 (stereo not given)
→ -1.4	-18.3	1.8	-1.5	-0.3	1.4	-2.3	-10.8	-5.1
29	COc1ccc(-c2nc(=S)n3ccsc3n2)cc1OC
→ 2.6	-11.9	-1.9	0.0	0.8	2.2	-2.3	0.1	-3.7

Other structures follow:
no.	mol	FadD28 FP inh	CCHF vOTU inh	Yp Topo-I inh	PfHsp40 rescue	BoNT-A LC inh2	TcdB GH inh	PrPC surface inh	BoNT F protease	Anthrax LF inh2
31	COc1ccc(-c2cc(=O)c3c(O)cc(O)cc3o2)cc1	1.0	4.5	-8.6	2.3	0.7	1.0	-3.8	4.8	3.5
32	CCCC(=O)N(C)C1=Nc2ccc(Cl)cc2C(c2ccccc2)=[N+]([O-])C1	-2.8	-1.1	14.0	2.5	-4.8	0.9	2.7	?	-1.0
33	CS(=O)(=O)N(CC(=O)NCc1ccccc1)C1CCCCC1	1.9	5.9	-5.7	0.1	0.3	.	2.7	-4.0	-2.0
34	Cc1nc(N2CCN(Cc3ccccc3)CC2)nc2c1CCC2	-2.3	-10.7	19.0	-1.1	0.3	0.6	1.4	-1.5	0.1
35	COc1ccc2[nH]c3c(c2c1)CCN1C(=O)C(CC(=O)NCc2ccco2)C[C@H](C(=O)N2CCOCC2)[C@@]31C (stereo not given in full)	1.2	-3.0	3.6	-0.5	0.2	0.8	4.6	-0.8	-3.7
36	COCCN=C1N[C@@H](c2ccc(Br)cc2)C(C(=O)OC)=C(C)N1Cc1ccccc1	-0.8	14.9	5.6	-3.4	-0.2	-0.2	-26.5	2.1	-11.7
37	CCOC(=O)Cc1csc(NS(C)(=O)=O)n1	-1.0	3.4	9.7	-1.1	-0.6	0.5	1.1	2.4	0.3
38	Cc1cc(Cl)ccc1OCC(=O)OCC(=O)Nc1cccnc1Cl	-0.9	13.0	-3.2	-0.6	-0.5	2.4	5.3	-4.0	-9.1
39	CC1(C)Cc2[nH]c3ccccc3c2C(C)(C)N1	-1.0	-14.1	-0.4	0.0	-4.1	1.1	-4.6	1.1	-14.2
40	COc1ccc(O)c(C(=O)CC(=O)c2cccnc2)c1	-0.6	-60.6	-4.3	-0.6	-1.3	-3.0	-1.1	20.1	-9.7
41	CN(C(=O)COC(=O)C(Cc1ccccc1)NC(=O)c1ccccc1)c1ccccc1 (stereo not given)	-0.3	-2.9	-1.4	-1.1	-0.1	.	-3.2	-3.2	1.2
42	Cc1nc2ccccc2c2oc(C(=O)N3CCN(C4CCCCC4)CC3)cc12	-0.9	1.5	15.1	1.7	-0.1	-9.6	26.4*	3.3	-1.7
43	CCCC(=O)N=c1sc2cccc(F)c2n1C	0.6	-5.3	10.6	0.8	-0.6	2.5	-1.2	-5.2	2.6
44	O=C(c1cccc(F)c1)N1CCN(c2ccc([N+](=O)[O-])c3cccnc23)CC1	1.7	12.1	11.8	2.4	4.6	2.1	-14.7	4.3	7.2
45	CC(C)c1ccc(-n2nc3ccc(N)cc3n2)cc1	-1.6	22.8	-4.5	1.7	0.8	1.9	-5.1	-9.2	-2.8
46	CCc1nc(N2CCN(C(C)=O)CC2)c2c3c(sc2n1)CCCC3	-5.7	-10.8	15.4	-0.4	-1.1	0.5	0.5	9.4	5.2
47	CCCCn1c(-c2cc(Cl)ccc2OC)n[nH]c1=S	-1.7	20.6	-2.8	1.0	0.0	.	13.7	-0.1	-1.0
48	C[C@H](CO)N1C[C@H](C)[C@@H](CN(C)S(C)(=O)=O)OCc2cnnn2CCCC1=O	-2.1	1.0	2.7	.	0.1	0.7&0.3&-0.8	2.9	-2.7	-2.3
49	CCOC(=O)c1c(C)oc2ccc(OCC(N)=O)cc12	-3.0	9.9	-4.5	-0.7	0.9	.	-1.1	10.8	-1.3
50	O=c1c2sccc2n(Cc2ccc(F)cc2)c(=O)n1-c1ccc(F)cc1	-1.7	0.1	-4.2	-1.1	-0.7	.	-3.1	-3.3	-1.5
51	Cc1ccc(S(=O)(=O)NCC(=O)N(CC(=O)NCc2ccccc2)CC2CCCO2)cc1 (stereo not given)	-2.0	11.8	1.2	0.9	0.5	.	4.8	-18.9	0.3
52	Oc1ccc(-c2nc(=S)[nH][nH]2)cc1	-1.1	-0.8	-1.2	-0.4	-0.4	.	1.1	-6.6	0.9

High-throughput results as filed in PubChem BioAssay.
